# A549 tox = A549 cytotoxicity, counter-screen for Nrf2 inhibitors; A549 ARE-Fluc cells, CellTiter-Fluor viability, 18-24 h; Potency, µM (series often up to 46 µM), for the others: at the top dose activity change, negative = cytotoxicity, hits mostly inhibitors; 390,000 compounds, 0.16% hits; AID 504648; note: potency is the fitted concentration of half-maximal effect; % is set by controls: 0 for no effect and ±100 for the full control effect
#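 Cytotoxicity counterscreen: CellTiter-Fluor fluorescence was measured in A549 ARE_Fluc cells after 18-24 h of compound exposure in a concentration series. The subsequent BugLite luminescent read reports ARE-luciferase activity.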
# Akt phos inh = inhibitors of Akt phosphorylation | Neuro2A IGF-stimulated pAkt S473 HTRF, 20 min; hits give low values | activity change, % for hits at 50 µM | 360,000 compounds, 0.32% hits | AID 651550; in the data active = activity change below about -80%; inconclusive = mostly about -51% to -80%; note: % is set by controls: 0 for no effect and ±100 for the full control effect
#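 Single-point screen (50 µM final compound) in Neuro2A cells stimulated 20 min with 6 nM IGF at 37 deg C. After lysis, Ser473-phosphorylated Akt read by HTRF (ex 330 nm, em 615/665 nm) as the 665/615 ratio.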
# CCT modulator = cytosolic chaperonin activity modulation | purified chaperonin ATPase assay, HTRF ADP detection, 30 min | activity change, % (concentration not given with the values), hits read low | 360,000 compounds, 0.3% hits | AID 651819; in the data active = activity change below about -30%; note: % is set by controls: 0 for no effect and ±100 for the full control effect
#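 Nucleotide hydrolysis assay: TRiC at 20–40 nM final (set by batch activity) with 10 uM ATP, 30 min at 37 °C, in presence of 76 uM compound. Detection by competitive ADP HTRF, 30 min ambient.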
# Mm-Cpn inhibitor = blocks the Methanococcus maripaludis chaperonin Mm-Cpn | Potency, µM (series often up to 76.9 µM), for the others: at the highest dose activity, negative = inhibition, most hits filed as inhibitors | AID 504842 | purified Mm-Cpn ATPase, ADP Transcreener TR-FRET | 330,000 compounds, 0.031% hits; note: potency is the fitted concentration of half-maximal effect; % is set by controls: 0 for no effect and ±100 for the full control effect; nearly all actives have a fitted effect of over 80% in size
#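 Compound-treated chaperonin, 25 nM final, turns over 10 uM ATP at 37°C for 30 min following a 10 min preincubation; ADP generated competes with ADP-d2 for Eu-cryptate antibody, lowering FRET.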
# Abeta rescue = compounds reversing amyloid beta toxicity in yeast. yeast expressing A-beta42, growth rescue, OD600, 48 h; response scale: 0% DMSO, 100% iron-clioquinol control. Potency, µM (titrated, usually from 46.1 µM), without a hit: at the highest dose growth rescue, actives largely listed as activators. 410,000 compounds, 0.063% hits; note: potency is the fitted concentration of half-maximal effect; nearly all actives have a fitted effect of over 55% in size
#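 Growth rescue measured by 600 nm absorbance after 48 h yeast culture at 30 C with compound. Values normalized between DMSO and an equimolar ferric chloride plus clioquinol control.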
# Nrf2 inh = inhibitors of Nrf2 signaling; A549 ARE-Fluc reporter, luciferase luminescence, 18-24 h; Potency, µM (titrated, usually from 46 µM), for the others: at the highest dose activity change, negative = inhibition, usual class: inhibitors; 360,000 compounds, 2.1% hits; note: potency is the fitted concentration of half-maximal effect; % is set by controls: 0 for no effect and ±100 for the full control effect; nearly all actives have a fitted effect of over 60% in size
#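 Nrf2 function is reported as luminescence of an ARE-controlled luciferase in A549 cells. Compounds were tested at several concentrations, and a CellTiter-Fluor read on the same wells flagged cytotoxicity.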
# Nrf2 activator = activators of Nrf2 (ARE) signaling; Potency, µM (doses to about 46.1 µM), for inactives: top-dose activation, most hits filed as activators; AID 624171; 410,000 compounds, 0.31% hits; AREc32 ARE-luciferase reporter (MCF7-derived line), luminescence, 24 h; note: potency is the fitted concentration of half-maximal effect; % of control where 0% means no effect; nearly all actives have a fitted effect of over 65% in size
#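 AREc32_Fluc, 1000 cells/well, OPTI-MEM + 5% FBS, o/n 37 deg C 5% CO2; 23 nL cpd by pin tool, 24 hr; Steady-Glo 30 min RT, luminescence.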
# TGFb SMAD3 inh = inhibitors of TGF-b signaling | AID 588855 | 410,000 compounds, 1.2% hits | HepG2 CAGA-GFP TGF-b/SMAD3 reporter, GFP fluorescence, 18 h; TGF-beta stimulated, 500 pg/mL final | Potency, µM (series often up to 46.1 µM), inactives show at the top dose activity, negative = inhibition, actives largely listed as inhibitors; note: potency is the fitted concentration of half-maximal effect; % is set by controls: 0 for no effect and ±100 for the full control effect; nearly all actives have a fitted effect of over 65% in size
#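 First, reporter cells (HEPG2 CAGA-GFP) rested 2 h at 37 degrees C. Next, compounds were pinned in and TGF-beta added to 500 pg/mL final. After 18 h, GFP was imaged per cell and summed per well.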
# HepG2 tox = HepG2 cytotoxicity, counter-screen for TGF-b inhibitors | 410,000 compounds, 0.76% hits | Potency, µM (highest dose often 46.1 µM), for inactives: top-dose activity change, negative = cytotoxicity, actives largely listed as cytotoxic | AID 588856 | HepG2 CAGA-GFP viability, ATP luminescence, 18 h; note: potency is the fitted concentration of half-maximal effect; some results filed as inactive show a strong effect at the top dose
#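 HepG2 CAGA-GFP cells (1000/well, DMEM with 1% FBS) received compound, then TGF-beta at 500 pg/mL final, and were incubated 18 hours at 37 degrees C. Viability was read by CellTiter-Glo luminescence. Media-only wells were set as complete cell-killing and DMSO as no toxicity.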
# An asterisk follows results filed as active; i = inactive; ? = inconclusive; / = no result given; [ ] = dose if it differs, or a comment. Unless noted, calls come from the whole dose curve; as a rule, active = well fitted curve in the direction sought with a large enough effect; inconclusive = small, poorly fitted or top-dose-only effect, or another doubt; inactive = no such curve, though single readings can be large; an effect the other way counts as inactive or inconclusive.
item | Structure | A549 tox | Akt phos inh | CCT modulator | Mm-Cpn inhibitor | Abeta rescue
1 | CS(=O)(=O)c1ccccc1C(=O)Nc1ccc(-c2nc3ccccc3o2)cc1 | -1.3% | i | 1.9 | -3.0% | /
2 | CCC(=O)n1nc(-c2ccc(Cl)cc2)nc1SC | -1.6% | i | -1.0 | 0.3% | -10.0%
3 | CCC1CCc2sc(C(=O)NC3CCN(Cc4ccccc4)CC3)cc2C1 (stereo not given) | -10.4% | i | -1.9 | -1.2% | 10.7%
4 | COc1ccc(/C=C/C(=O)Nc2cc(C)nn2-c2nc3ccccc3n2Cc2cccc([N+](=O)[O-])c2)cc1 | -3.6% | i | 1.7 | ? | -9.3%
5 | CCCN1CCC(C(=O)NC(c2ccc(Cl)cc2)c2ccsc2)CC1 (stereo not given) | / | i | 0.0 | / | -12.0%
6 | C=CCNC(=O)c1c(CSc2ccc(Cl)cc2)noc1C(=O)NCCC | -8.0% | i | -0.5 | / | 17.2%
7 | Cc1cccc(NS(=O)(=O)c2ccc3[nH]c(=O)cc(C(=O)OC(C)C(=O)Nc4ccc([N+](=O)[O-])cc4)c3c2)c1 (stereo not given) | -1.5% | i | -1.0 | 0.6% | -1.1%
8 | Cc1nnc(NC(=O)C2CCCN2C(=O)Nc2ccccc2)s1 (stereo not given) | 3.0% | i | -5.5 | 0.4% | -17.6%
9 | COC(=O)c1ccc(OC)c(Cn2c(=O)n(-c3ccc(C)cc3)c(=O)c3c2cnn3C)c1 | -7.3% | / | / | / | -20.2%
10 | CN(C)CCCN(C(=O)COc1ccc(Cl)cc1)c1nc2c(F)cccc2s1 | 0.5% | i | -1.1 | -2.4% | 5.3%
11 | CC1C(=O)C(C)C(c2ccc(O)cc2)NC1c1ccc(O)cc1 (stereo not given) | 0.0% | i | 0.3 | 1.5% | -6.8%
12 | CC(C)NC(=O)N(C)C[C@H]1Oc2c(NS(=O)(=O)c3ccc(F)cc3)cccc2C(=O)N([C@H](C)CO)C[C@@H]1C | -1.1% | i | -1.4 | 1.3% | -10.8%
13 | COc1cccc(CNc2nc3cc(-c4ccc(OC)c(OC)c4)sc3c(=O)n2C)c1 | / | / | -1.0 | / | -5.5%
14 | Cc1c(C(=O)NCc2cccc(Cl)c2)sc2nc3n(c(=O)c12)CCCC3 | ? | / | / | / | -23.3%
15 | O=C(CCS(=O)(=O)c1cc2c(cc1Cl)NC(=O)CO2)NCc1ccc(F)cc1 | -5.1% | i | 3.3 | -0.6% | 2.0%

item | Nrf2 inh | Nrf2 activator | TGFb SMAD3 inh | HepG2 tox
1 | 4.2% | 4.6% | -18.9% | -2.0%
2 | 9.4% | 5.8% | 0.4% | -11.2%
3 | ? | 3.0% | 4.9% | -40.9%
4 | 9.2% | 2.2% | 0.0% | -7.1%
5 | / | 4.1% | -2.5% | -37.1%
6 | -17.0% | 0.7% | -7.3% | -2.1%
7 | 0.0% | -0.9% | 22.0% | -5.9%
8 | -4.4% | 0.5% | -0.2% | -30.0%
9 | -5.0%[9.27 µM] | -1.0% | -28.4% | -11.4%
10 | 18.0% | 0.3% | ? | 3.9%
11 | -12.8% | -0.2% | -2.4% | -16.4%
12 | -4.6% | -0.3% | 0.0% | 0.6%
13 | / | 3.0% | 1.6% | -3.1%
14 | ? | 4.8% | -26.1% | -30.7%
15 | 3.6% | -0.6% | 6.2% | 4.5%

# (further entries)
item | Structure | A549 tox | Akt phos inh | CCT modulator | Mm-Cpn inhibitor | Abeta rescue
16 | COc1ccc(S(=O)(=O)N2CCCCC2)cc1-n1cnnn1 | 8.1% | i | -0.7 | -1.9% | -0.7%
17 | O=C(Cn1c(=O)n(Cc2ccco2)c(=O)c2c3c(sc21)CCCCC3)c1ccccc1 | -3.1% | i | -1.9 | 0.2% | 4.4%
18 | CCOC(=O)C1CCN(C(=O)c2cc3c(ccc4ccccc43)o2)CC1 | 3.0% | i | -2.2 | -0.3% | -1.1%
19 | COc1ccc(-c2csc(N(Cc3ccco3)C(=O)c3cccs3)n2)cc1 | 1.3% | i | -1.5 | ? | 1.0%
20 | CC1(C)CC(NC(=S)Nc2ccc([N+](=O)[O-])cc2)CC(C)(C)N1 | -4.8% | i | 1.2 | 1.3% | 24.4%
21 | O=C(CCCCCN1C(=O)c2ccccc2C1=O)Nc1ccc(C(=O)O)cc1 | 0.0% | i | -3.7 | -0.2% | -4.1%
22 | CCC(=O)Nc1ccc(C(=O)N/N=C/c2ccccc2[N+](=O)[O-])cc1 | 1.1% | i | -0.7 | 0.6% | 0.7%
23 | CN(C)S(=O)(=O)c1cccc(COC(=O)c2cnccn2)c1 | -2.1% | i | -0.6 | 0.3% | -20.3%
24 | COc1ccc(C)cc1NC(=O)CSc1nnnn1C1CCCC1 | 4.5% | i | 0.2 | 2.8% | 10.4%
25 | CCCN1Cc2cccc(C(=O)NCc3cccs3)c2C1=O | 20.0% | i | -3.0 | 3.5% | 6.1%
26 | COc1cc(/C=C2\SC(=S)N(CC(=O)O)C2=O)ccc1OC(=O)c1ccco1 | ? | i | -2.4 | -1.0% | -9.6%
27 | CCOc1ccc(/C=C2/SC(=S)N(CCC(=O)Nc3ccc(C(=O)O)cc3)C2=O)cc1 | 0.7% | i | 0.0 | -0.3% | 11.9%
28 | CCCc1cc(=O)[nH]c(SCc2ccc(F)cc2)n1 | 2.1% | i | -3.4 | -0.1% | -5.9%
29 | Cc1cc(NC(=O)c2ccc(Cl)cc2)c(C(C)C)cc1O | -2.7% | / | -5.8 | -6.8% | -1.8%
30 | COc1ccc(C(=O)N2CC3(C)CC2CC(C)(C)C3)cc1OC (stereo not given) | 9.6% | i | -1.3 | 0.0% | -15.1%

item | Nrf2 inh | Nrf2 activator | TGFb SMAD3 inh | HepG2 tox
16 | -5.8% | -0.2% | 8.2% | 14.7%
17 | -25.2% | 0.0% | -21.1% | -9.8%
18 | ? | 2.1% | 1.0% | -23.1%
19 | -16.8% | 4.6% | -22.1% | -11.2%
20 | ? | -0.4% | 4.6% | -79.3%
21 | 14.8% | 0.2% | 3.5% | -1.7%
22 | / | 1.9% | 2.3% | -3.9%
23 | 2.8% | 0.3% | 2.8% | 8.3%
24 | 3.0% | 0.3% | 7.5% | -3.2%
25 | -8.7% | 0.5% | 4.1% | -8.5%
26 | -11.4% | -0.5% | -15.2% | -19.7%
27 | 0.2% | -1.8% | -7.1% | 0.1%
28 | 6.7% | 0.5% | 1.6% | -26.1%
29 | -3.7% | -0.1% | 5.9% | -4.0%
30 | / | -0.4% | 0.9% | -9.9%

# Screen by screen, as entered above:
# Entries 20–30 in A549 tox: -4.8%, 0.0%, 1.1%, -2.1%, 4.5%, 20.0%, ?, 0.7%, 2.1%, -2.7%, 9.6%

# (continued)
item | Structure | A549 tox | Akt phos inh | CCT modulator | Mm-Cpn inhibitor | Abeta rescue
31 | O=C(CSc1nnc(C2CC2)n1-c1ccccc1)N1CCCC1 | -0.7% | i | -2.1 | -1.7% | 7.6%
32 | Cc1ccc(C(=O)c2sc(Nc3ccccc3)c(S(=O)(=O)c3ccccc3)c2N)c(C)c1 | -1.4% | / | / | / | -7.5%
33 | Cc1nn(CCc2nn[nH]n2)c2nc(-c3ccccc3)cc(C(F)(F)F)c12 | 0.1% | i | -2.0 | 0.1% | -16.2%
34 | O=C(COC(=O)c1ccccc1O)NCCC1=CCCCC1 | 0.5% | i | 2.1 | -9.7% | 1.3%
35 | COc1cc(CCC(=O)NCCc2ccc(F)cc2)cc(OC)c1OC | 7.4% | i | 0.1 | / | -8.9%
36 | CN(/N=C/c1ccc(Br)o1)C1=NS(=O)(=O)c2ccccc21 | -7.1% | i | -0.8 | -0.8% | -7.7%
37 | O=C(Nc1ccc(C(=O)N2CCOCC2)cc1)Nc1cccc2ccccc12 | -3.7% | i | 2.4 | 2.1% | 0.7%
38 | CCC(C)NC(=O)/C=C/c1ccc(S(=O)(=O)NCc2ccco2)cc1 (stereo not given) | 1.9% | i | -1.4 | -2.6% | -11.5%
39 | COc1ccc([C@H]2C[C@@H](n3cc(-c4ccc(F)cc4)nn3)[C@H](O)CN2Cc2cccs2)cc1 | / | i | 0.3 | / | -12.6%
40 | CCN(Cc1ccccc1)C(=O)Cn1c(C(C)O)nc2ccccc21 (stereo not given) | 1.9% | i | -2.3 | -0.6% | 7.9%

item | Nrf2 inh | Nrf2 activator | TGFb SMAD3 inh | HepG2 tox
31 | -27.5% | 0.2% | -1.3% | 12.8%
32 | / | 1.0% | 8.1% | -29.4%
33 | ? | -0.9% | ? | -23.3%
34 | 4.0% | 9.4% | 0.0% | 0.0%
35 | -14.3% | -0.2% | 12.5% | -12.1%
36 | -14.2% | 5.7% | 14.4% | 0.0%
37 | -8.0% | -0.2% | -4.8% | -2.2%
38 | -13.1% | 3.6% | -18.2% | -23.4%
39 | / | 4.7% | 11.1% | -23.2%
40 | 11.4% | 0.1% | 1.6% | -2.5%

# Full records, looked up by structure:
# O=C(CSc1nnc(C2CC2)n1-c1ccccc1)N1CCCC1 across the screens: A549 tox = -0.7%; Akt phos inh = i; CCT modulator = -2.1; Mm-Cpn inhibitor = -1.7%; Abeta rescue = 7.6%; Nrf2 inh = -27.5%; Nrf2 activator = 0.2%; TGFb SMAD3 inh = -1.3%; HepG2 tox = 12.8%
# COc1cc(CCC(=O)NCCc2ccc(F)cc2)cc(OC)c1OC across the screens: A549 tox = 7.4%; Akt phos inh = i; CCT modulator = 0.1; Mm-Cpn inhibitor = /; Abeta rescue = -8.9%; Nrf2 inh = -14.3%; Nrf2 activator = -0.2%; TGFb SMAD3 inh = 12.5%; HepG2 tox = -12.1%

# Screens (PubChem)

# Rows were taken by chance (roughly 4.3% active in at least one column).
